# High-throughput results (PubChem BioAssay)
# PDI inh: PDI (human) enzyme inhibition. inhibition, % at 10 µM. hit rate 0.052% among 350,000. PDI insulin aggregation turbidity, A650, 90 min. AID 588391;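 active means mean inhibition across replicates of 30% or more, whatever share of single replicates reach that level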;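 further: absorbance from insulin aggregation driven by PDI reduction with DTT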
# Target sequence (P07237 whole entry, looked up): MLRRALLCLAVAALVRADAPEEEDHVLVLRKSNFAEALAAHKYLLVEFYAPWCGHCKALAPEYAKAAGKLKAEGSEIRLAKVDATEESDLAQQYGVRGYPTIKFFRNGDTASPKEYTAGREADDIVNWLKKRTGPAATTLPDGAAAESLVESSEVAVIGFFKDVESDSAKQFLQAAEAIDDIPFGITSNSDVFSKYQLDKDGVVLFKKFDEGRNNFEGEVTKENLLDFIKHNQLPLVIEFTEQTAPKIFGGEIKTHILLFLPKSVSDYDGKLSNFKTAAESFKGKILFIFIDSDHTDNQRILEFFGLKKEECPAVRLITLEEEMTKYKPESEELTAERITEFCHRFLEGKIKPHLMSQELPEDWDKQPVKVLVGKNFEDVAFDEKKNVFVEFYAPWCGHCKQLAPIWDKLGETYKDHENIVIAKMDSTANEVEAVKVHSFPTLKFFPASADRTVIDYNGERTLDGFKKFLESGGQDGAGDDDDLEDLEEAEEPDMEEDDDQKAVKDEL
# CaV13 ICDI inh: Disruptors of the CACNA1D IQ motif to Ca2+-dependent inactivation inhibitor domain association, primary screening, Förster resonance energy transfer in intact living …; hit rate 0.098% among 340,000; inhibition, % at 12.3 µM; HEK cells, CFP/YFP FRET ICDI-IQ, plate reader, 10 min; percent FRET-ratio fall versus neutral wells;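 active means mean replicate inhibition of at least 30% and at least 1% of replicates passing that level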;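 further: 0% = median of the neutral control wells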
# NR2E3 ag-1: agonists of human nuclear receptor NR2E3. Q9Y5X4. GST-NR2E3/biotin-RetCOR TR-FRET, 1536-well. inhibition of corepressor binding, % at 4.78 µM. hit rate 0.12% among 320,000. AID 2300;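 active means percent inhibition above the cutoff of mean plus 3 SD of all tested compounds, set per screening campaign, cut at about 20% in these data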;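 further: 0% = DMSO wells and 100% = biotin wells as full block of FRET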
# Target sequence (Q9Y5X4 whole entry, looked up): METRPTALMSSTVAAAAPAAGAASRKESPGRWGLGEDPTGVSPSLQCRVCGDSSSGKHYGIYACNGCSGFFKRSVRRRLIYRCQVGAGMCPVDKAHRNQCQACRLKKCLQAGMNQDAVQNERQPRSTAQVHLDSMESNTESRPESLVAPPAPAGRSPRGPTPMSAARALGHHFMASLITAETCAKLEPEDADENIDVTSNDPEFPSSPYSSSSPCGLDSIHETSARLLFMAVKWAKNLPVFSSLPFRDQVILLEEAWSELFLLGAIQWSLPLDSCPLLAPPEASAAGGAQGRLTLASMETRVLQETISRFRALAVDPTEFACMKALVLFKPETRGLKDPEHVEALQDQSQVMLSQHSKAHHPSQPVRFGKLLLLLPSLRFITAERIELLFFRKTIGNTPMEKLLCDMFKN
#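 Test system – NR2E3–RetCOR corepressor complex · Quantity – NR2E3 fusion 1.35 nM · Buffer or medium – Tris pH 7.5 · Incubation – Compound–protein incubation for 5 h at 4 °C · Technique – TR-FRET, Eu(K)-anti-GST donor, streptavidin-D2 acceptor, ex 340, em 617/671 nm · Evaluation – percent inhibition of 671/617 nm emission ratio versus biotin and DMSO controls · Plate – 1536-well format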
# HIF-2a block: inhibitors of HIF-2a; inhibition, % at 18.8 µM; AID 624352; 786-0 RCC cells HIF-2a reporter, luciferase luminescence, overnight; hit rate 0.72% among 360,000;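 active means inhibition of the luminescence signal of 40% or more relative to plate controls, in a single-dose primary screen at 18.75 µM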
# Peg3 promoter: Peg3 promoter activity inhibition; HeLa PEG-Prom luciferase reporter, luminescence, overnight; inhibition, % at 20 µM; hit rate 1.7% among 360,000; AID 588405;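 active means inhibition of at least 50% at 20 µM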
# KKLEB tox: reduces viability of KKLEB cystic fibrosis airway cells | KKLEB CF airway cells viability, ATPlite luminescence, overnight; active compounds read low; cells stimulated with P. aeruginosa culture filtrate | activity change (cytotoxicity), % at 5 µM | hit rate 0.36% among 360,000 | AID 602141;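 active means corrected activity change at or below -50% at 5 µM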
# Shn3 inh set2: Schnurri-3 reporter inhibition in Clone20 osteoblasts; Clone20 osteoblast Shn3 3'UTR firefly luciferase, 24 h; inhibition, % at 12.5 µM; hit rate 0.52% among 360,000; AID 588674;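 active means mean inhibition of at least 75% with every replicate also reaching 75%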;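 further: 0% = median of neutral control wells and 100% = pilot-screen positive control compound; some compounds past the cut are filed as inactive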
# CF NFkB block: blocks PAF-induced NF-kB reporter in cystic fibrosis cells; AID 588850; hit rate 0.86% among 360,000; inhibition, % at 5 µM; KKLEB NF-kB-GFP reporter, GFP fluorescence overnight;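 active means at least 50% inhibition at 5 µM, scaled per plate between neutral and stimulator controls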;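 further: PAF is a Pseudomonas aeruginosa culture filtrate used as stimulus; plate controls were PAF-stimulated DMSO wells for no effect and unstimulated DMSO wells for full effect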
# NR2E3 ag-2: agonists of human NR2E3 nuclear receptor; Q9Y5X4; CHO-S Gal4-NCOR/VP16-NR2E3 two-hybrid, luciferase; inhibition of corepressor binding, % at 3.98 µM; hit rate 0.35% among 360,000; AID 602229;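 active means inhibition above the mean of all tested compounds plus 3 SD, cut at about 70% in these data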;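 further: 0% = DMSO with NR2E3 transfected cells and 100% = cells lacking NR2E3 construct; higher means lower luciferase signal from less NR2E3 corepressor binding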
# TRPM1 prom inh: inhibitors of MITF-driven TRPM1 promoter in melanoma cells | SK-MEL-5 TRPM1 promoter luciferase, 24 h | hit rate 0.83% among 330,000 | inhibition, % at 12.5 µM;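 active means mean inhibition across replicates of 60% or more, whatever share of single replicates reaches that level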; further: values of inactives mirror those of a sister screen read the other way
# Vif imaging: HIV Vif inhibition. HEK293T cells, Vif self-association by quenched fluorescence, imaging, 24 h. inhibition, % at 7.49 µM. hit rate 0.35% among 340,000. AID 602346; in the data active means inhibition above about 50%, passing the limit was not always enough; further: some results filed as inactive read as strong as hits
# * marks the source's active call; other numbers are inactive results; nt = not tested or not shown.
SMILES,PDI inh,CaV13 ICDI inh,NR2E3 ag-1,HIF-2a block,Peg3 promoter,KKLEB tox,Shn3 inh set2,CF NFkB block,NR2E3 ag-2,TRPM1 prom inh,Vif imaging
COc1ccc(-n2nnnc2CNC(=O)c2ccc3c(c2)OCO3)cc1,5.4,-16.2,-0.4,10.1,2.2,5.9,-27.8,-11.9,0.5,-2.8,3.4
O=C1CC(/C=C/c2ccc(Cl)cc2)=Nc2ccccc2N1,0.1,-16.4,4.0,-202.0,-239.8,0.8,-11.0,23.7,-97.3,-36.1,-14.8
CSCCC(NS(=O)(=O)c1ccccc1F)C(=O)NCc1ccncc1 (configuration not stated),-1.9,-6.5,-4.8,10.0,9.4,2.5,-6.0,6.8,0.2,-11.3,12.4
CC(=O)N1c2ccc(S(=O)(=O)NCCC(=O)Nc3ccc(C)c(Cl)c3)cc2CC1C (configuration not stated),-1.6,-14.5,-3.1,9.1,13.8,-7.1,55.6,16.4,-28.5,1.4,2.1
CC(=O)Nc1cccc(-c2ccnc3c2CC(C)(C(=O)Nc2cccc(Oc4ccccc4)c2)O3)c1 (configuration not stated),6.1,-11.0,nt,11.9,34.1,-15.9,32.2,44.2,11.7,nt,-7.1
Cc1ccc(OCCN2CCN(C(=O)CCC(=O)Nc3nnc(C)s3)CC2)cc1,6.2,-0.3,1.1,16.1,10.3,5.6,2.6,-1.0,5.9,1.9,5.1
Cc1ccc(OCC(=O)Nc2ccc(S(=O)(=O)NC3=NCCCCC3)cc2)cc1,6.3,-16.1,nt,-2.9,-24.5,14.0,-1.1,6.3,5.6,nt,-0.8
Clc1ccc(-c2cnc3cccnn23)cc1,-9.4,-5.7,nt,-118.4,-73.6,3.5,-3.7,-2.3,-14.5,nt,-4.7
COc1ccc(NS(=O)(=O)c2cccc(C(=O)N3CCN(S(=O)(=O)c4ccccc4)CC3)c2)cc1,-0.7,-1.8,nt,19.7,19.1,5.0,-6.5,-13.9,1.5,9.9,12.0
COC(=O)C(c1ccccc1)C(CC(=O)c1ccccc1)c1ccccc1 (configuration not stated),5.1,-7.4,nt,13.3,12.7,-16.1,-20.2,-6.0,-4.0,nt,21.8
Cn1ccc2c(-c3ccc(C(=O)O)cc3)cc3c(c21)C1CCC3C1 (configuration not stated),nt,-9.4,nt,-148.1,-188.2,2.1,-51.0,-0.6,-76.6,nt,nt
CCS(=O)(=O)Nc1ccc(C(=O)NCCSc2ccccc2)cc1,0.3,-2.4,3.4,-168.4,-113.3,-9.7,-6.4,-9.8,-107.2,-61.8,-1.3
COc1ccc2nc(C)cc(Nc3ccc(N4CCOCC4)cc3)c2c1,4.1,nt,-0.8,30.3,28.6,-9.6,8.0,-39.9,-15.3,-2.2,27.3
Cc1ccccc1OCC(O)CN1CCN(CC(O)COc2ccccc2C)C(C)C1 (configuration not stated),2.3,-4.1,2.2,4.5,12.9,-4.7,55.1,6.3,-2.3,0.9,-3.8
CC(=O)O[C@H]1CC[C@@]2(C)C(=CC[C@H]3[C@@H]4CC[C@H](C5(C)OCCO5)[C@@]4(C)CC[C@@H]32)C1,-3.9,nt,1.2,19.3,-16.3,11.8,8.2,-3.9,1.5,1.9,-11.8
CCN(CC)CCCn1c(=S)[nH]c2ncccc2c1=O,-2.4,-3.6,-4.4,5.7,-2.2,17.9,-15.6,-12.7,-4.8,-9.1,-0.7
O=S1(=O)CC(N2CCN(CC3CC3)CC2)CN1Cc1ccccc1 (configuration not stated),nt,-6.1,nt,-10.4,-10.2,-4.0,-1.1,-11.5,5.7,nt,nt
Cc1ccc(S(=O)(=O)N2CCOCC2)cc1NC(=O)COC(=O)C1COc2ccccc2O1 (configuration not stated),3.4,-13.9,3.0,16.5,3.3,1.4,2.2,10.2,-32.7,-6.7,-1.2
CC(C)(C)CC(C)(C)NC(=S)Nc1ccc(S(=O)(=O)N2CCOCC2)cc1,10.2,-3.9,-0.7,21.5,27.2,7.6,1.9,-7.8,15.9,-22.7,nt
Cc1cc(=O)[nH]c(SCCOc2cccc(C(F)(F)F)c2)n1,-8.1,-9.4,2.4,-25.7,34.0,-7.6,-9.0,4.5,17.5,-5.9,0.6
O=C(Nc1ccc(Oc2cccnc2)cc1)C1CCN(Cc2ccccc2F)CC1,-4.3,nt,nt,12.3,13.4,-1.6,20.4,17.7,18.2,10.4,nt
CSc1ccc(Cl)c(C(=O)NCCOc2cc(C(C)C)ccc2C)c1,-0.7,-3.4,0.2,-28.1,1.6,11.6,-14.7,-9.4,-34.7,-16.0,nt
COc1cccc(OCc2cc(/C=N/NC(=O)c3ccn[nH]3)ccc2OC)c1,4.8,nt,-1.0,-90.8,-47.6,1.3,-4.6,-4.6,-83.9,14.5,16.1
O=C(Nc1cccnc1)C1CCCN(S(=O)(=O)c2cccc3nsnc23)C1 (configuration not stated),0.5,-1.9,0.8,16.1,17.8,6.4,4.1,8.9,-1.6,16.4,-19.2
Cc1ccc2c(c1)C=CC(C)N2C(=O)c1ccccc1 (configuration not stated),-6.2,nt,3.6,18.0,12.8,-0.3,-24.0,-0.6,-25.0,2.7,1.7
CN(C)/C=N/c1c(C#N)cnn1-c1nc2ccccc2s1,0.9,nt,1.7,-47.1,-16.2,0.7,11.5,-45.6,0.9,-10.7,4.9
O=C(O)c1ccc(CNC(=O)C2CCN(S(=O)(=O)c3cccs3)CC2)cc1,4.1,-5.6,nt,9.8,-7.3,-0.6,-17.7,17.7,-24.6,nt,-2.1
COC(=O)c1ccc(C(NC(=O)OCc2ccccc2)/C(C)=C/[C@@H](C)C(=O)NCc2ccc(-c3ccccc3)cc2)cc1 (some centres not stated),-1.5,nt,1.1,5.9,9.4,-17.8,20.2,13.7,6.5,-4.0,8.6
COc1cccc(/C=C/C(=O)c2cccc([N+](=O)[O-])c2)c1,2.9,nt,4.3,-26.5,17.1,0.9,-8.9,2.9,-6.8,6.8,12.7
CN1OC[C@@H]2CN(C(=O)c3cccnc3)[C@H](c3ccc(N4CCCCC4)cc3)C[C@@H]21,nt,-6.5,nt,2.5,-11.6,-6.8,-4.3,-31.2,21.0,nt,0.8
CCOC(=S)SCC(=O)N1CCc2ccccc2C1C1C(=O)CCCC1=O (configuration not stated),6.4,8.7,0.1,21.8,-21.6,13.7,-11.1,-10.0,14.8,-6.1,-0.6
C/C(=N/NC(=O)C1CC1(c1ccccc1)c1ccccc1)c1cccs1 (configuration not stated),1.5,-5.0,0.8,16.7,5.1,-0.4,18.4,-25.8,2.1,1.8,1.9
O=C(Cc1ccc(Cl)cc1)Nc1ccc(-c2nnc(-c3ccco3)o2)cc1,-0.2,-4.1,-2.9,-38.9,0.9,-5.5,12.1,-13.9,-30.2,-11.4,nt
CC(C)C[C@H](NC(=O)c1nc[nH]c1C(=O)NC1CCN(C(=O)OC(C)(C)C)CC1)C(=O)OCc1ccccc1,-5.8,14.4,-3.4,7.6,14.9,-13.4,1.5,-15.1,-7.3,15.6,18.7
Cc1nn(C(C)C(=O)N2CCN(c3ccccn3)CC2)c(=O)c2cc3occc3n12 (configuration not stated),-3.6,nt,-0.8,18.3,9.3,-6.5,5.7,-6.4,4.7,1.5,3.9
COc1ccc(CC(=O)NNS(=O)(=O)c2ccc3ccccc3c2)cc1OC,1.5,-4.8,0.4,22.9,0.6,10.3,1.1,1.8,4.1,2.0,-0.3
CCOC(=O)C1CCCN(CCC(=O)Nc2ccc(C)cc2)C1 (configuration not stated),16.2,nt,-1.9,6.1,11.9,9.7,-0.6,-4.4,-9.6,-1.2,nt
O=C(OCn1cncn1)c1ccc(Cl)cc1Cl,-1.9,nt,-1.0,17.1,-3.1,8.0,-4.6,-8.9,-14.6,-10.8,nt
COc1ccc2[nH]c3c(C)c4cc[n+](C)cc4c(C)c3c2c1,46.3*,-5.0,nt,13.5,28.3,-14.0,-19.8,-23.1,-12.5,50.4,-13.2
CCOc1ccc(OCC)c(N=c2oc3c(C)ncc(CO)c3cc2C(N)=O)c1,0.7,-4.6,1.0,9.2,7.0,2.4,-10.7,-10.0,-3.1,-17.5,6.5
CCC1C(=O)C(CC)C(c2ccccc2)NC1c1ccccc1 (configuration not stated),2.4,-17.7,-3.1,-0.1,6.5,-5.6,10.3,-13.4,-17.3,-11.0,11.6
COC(=O)c1cc2nc(-c3ccccc3)cc(C(F)(F)F)n2n1,1.2,-5.7,1.8,5.5,8.4,8.8,-2.1,-0.6,-23.3,-3.1,-3.4
O=C(O)C1CC(=O)N(c2ccc3c(c2)OCCO3)C1 (configuration not stated),2.8,-3.3,-2.7,21.1,9.0,-4.7,23.2,-0.9,-3.1,-12.1,4.0
CCCNC(=O)c1nn2c(C(F)(F)F)cc(-c3ccccc3)nc2c1Cl,4.6,-19.5,-0.5,-30.7,-86.6,4.5,5.0,12.5,-22.9,-5.3,-4.7
Cc1ccc(Cl)cc1NC(=S)N(CCN(C)C)C(C)c1ccccn1 (configuration not stated),1.4,7.7,-0.2,-12.0,-29.4,9.1,-1.3,-13.8,1.8,-2.1,0.9

# Some entries already given with just Shn3 inh set2 and CF NFkB block.
canonical_smiles	Shn3 inh set2	CF NFkB block
O=C(OCn1cncn1)c1ccc(Cl)cc1Cl	-4.6	-8.9
COc1ccc2[nH]c3c(C)c4cc[n+](C)cc4c(C)c3c2c1	-19.8	-23.1

# Later entries.
SMILES,PDI inh,CaV13 ICDI inh,NR2E3 ag-1,HIF-2a block,Peg3 promoter,KKLEB tox,Shn3 inh set2,CF NFkB block,NR2E3 ag-2,TRPM1 prom inh,Vif imaging
C#Cc1ccc([C@H]2C=C(C(=O)N3CCN(Cc4ccc5c(c4)OCO5)CC3)O[C@@H](OCc3ccc(CO)cc3)C2)cc1,3.1,-4.4,0.7,6.5,1.4,-2.2,-2.2,-28.1,-12.4,-7.4,-2.6
Cn1nc(C(F)(F)F)c2cc(C(=O)Nc3ccc(F)c(Cl)c3)sc21,-7.2,-7.0,3.7,-4.1,44.0,-0.7,11.0,1.3,9.8,-3.8,3.7
COCCn1c(SCC(=O)Nc2ccc(N3CCOCC3)cc2)nc2ccccc21,-6.8,-2.7,-4.0,18.0,10.7,1.0,-1.2,-11.0,8.0,3.0,-2.5
CCOc1ccccc1CNC(=O)CCN1C(=O)COc2ccccc21,5.2,-7.2,2.9,-10.0,1.9,8.0,9.5,-19.8,0.1,-13.9,-3.0
Cc1cccc2sc(NC(=O)C3CCCO3)nc12 (configuration not stated),-3.2,-7.5,0.7,-277.0,-200.9,-1.2,-71.5,1.6,-66.1,-71.9,-1.5
COC(=O)c1ccccc1NC(=O)c1ccccc1N(C)S(C)(=O)=O,0.5,nt,-0.1,13.4,11.2,-6.1,-29.9,-1.3,0.9,0.7,-3.9
